# HT1080 cytotoxicity: HT1080 cell viability loss – fluorescence readout (AID 620); cytotoxicity, % at 10 µM; hits with a dose series show EC50 in µM; HT1080 viability, fluorescence; higher % means a stronger effect; 87,000 tested, 0.42% active; in the data active means cytotoxicity above about 50%;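 further: cells exposed to compound overnight then 4 h with Alamar Blue; 0% = vehicle DMSO and 100% = killing control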
# Numbers without * were called inactive. These rows are one share of the data. The share of hits here may be higher or lower than overall.
nr	SMILES	HT1080 cytotoxicity
1	CCCCn1c(C)cc(C)c(S(=O)(=O)c2ccccc2C)c1=O	5%
2	COC(=O)[C@@H]1C[C@@H]2CC[C@@H](O)C[C@@H]2N1CC1CCCCC1	6%
3	CC(=O)Nc1ccc(S(=O)(=O)N(Cc2ccccc2)C(C)C)cc1	4%
4	O=C(NC1CCCC1)c1ccc(S(=O)(=O)N2CCOCC2)cc1	-6%
5	Cn1c(SCC(=O)NC(=O)NCc2ccco2)nnc1-c1ccccc1	-20%
6	N#Cc1nc(-c2ccco2)oc1N1CCC(Cc2ccccc2)CC1	-8%
7	CCOP(=O)(OCC)C(C)(C)NC(=O)c1cc([N+](=O)[O-])cc([N+](=O)[O-])c1	2%
8	Cn1c(=O)c(Cc2ccccc2)c(O)c2ccccc21	-4%
9	COc1ccc(-n2c(SCC(=O)N3CCOCC3)nc(O)c(Cc3ccccc3)c2=O)cc1	-10%
10	Cc1ccc2c(CSc3nc4ccccc4c(=O)n3CCCO)cc(=O)oc2c1C	-10%
11	Cc1cc(NC(=O)CN2CCCC(C)C2)n(-c2nc3ccccc3s2)n1 (stereo unspecified)	-5%
12	CCOC(=O)C(=CNc1ccc(O)c(C(=O)OC)c1)C(=O)OCC	2%
13	CC(=O)Nc1ccc2c(c1)ncn2C1CCCCC1	5%
14	CCOC(=O)c1cc2c(nc1N)CC(C)(CC)OC2 (stereo unspecified)	17%
15	Cc1ccc(NC(=S)C2=C(O)c3sccc3N(C)S2(=O)=O)cc1	-2%
16	Cc1cc(S(=O)(=O)N2CCCCCC2)c(Cl)cc1Cl	-12%
17	COC(CNC(=O)c1cccc2c1C(=O)N(Cc1cccnc1)C2)OC	5%
18	CS(=O)(=O)N1CCN(c2cccc(Cl)n2)CC1	-2%
19	Cc1ccc2ncnc(Nc3ccc(C)c(C)c3)c2c1	12%
20	Cc1cc(NS(=O)(=O)c2ccc(NC(=O)C(c3ccccc3)c3ccccc3)cc2)no1	3%
21	COc1ccc2c(CC(=O)OCC(=O)NC(=O)c3cccn3C)coc2c1	2%
22	Cc1ccc(-n2c(C)cc(/C=c3/sc4nc5ccccc5n4c3=O)c2C)cc1	-18%
23	CCCCOC(=O)C(NC(=O)c1ccccc1)=C(C)C	2%
24	Cc1cc(C)nc(N2CCCC(C(=O)Nc3nnc(C(C)C)s3)C2)n1 (stereo unspecified)	4%
25	C=CCc1cc(C)ccc1OCCn1ccnc1	-12%
26	COC(=O)[C@H](Cc1ccccc1)NC(=O)N1CCC(C)CC1	-8%
27	COc1cc2c(C(=O)N3CCN(c4cccc(Cl)c4)CC3)cn(C)c(=O)c2cc1OC	20%
28	Cc1cccc(C(=O)N=c2c(C#N)cc3c(=O)n4cccc(C)c4nc3n2Cc2ccco2)c1	-5%
29	Cc1cc(C)nc(NS(=O)(=O)c2ccc(NC(=O)CN3C(=O)c4ccccc4C3=O)cc2)n1	-5%
30	Cc1cc(Oc2ccccc2)nc(SCC(=O)Nc2ccc(Cl)cc2Cl)n1	4%
31	Cc1ccc(C(C)C)c(OCC(O)CN2CCN(CCO)CC2)c1 (stereo unspecified)	-10%
32	CCCS/C(N)=N/N=C/c1cc(C)ccc1O	3%
33	CCC1=C(OC(=O)N(CC)CC)N2C(=O)OC(=NCC(=O)OC)[C@]2(C)[C@H]2C1=CC[C@H]1C(=O)N(CC)C(=O)[C@H]12	-19%
34	Cc1cc(Cl)ccc1N(CC(=O)N=Nc1c(O)[nH]c2ccccc12)S(C)(=O)=O	13%
35	CCC(=O)Nc1nc(N)n(-c2ccccc2)n1	-4%
36	COc1ccc(C(=O)NNC(=O)c2cnccn2)cc1[N+](=O)[O-]	-15%
37	COc1cccc(CNc2ccc3c(c2)CCC3)c1	-13%
38	Cc1ccc(-n2nnnc2SCn2nnc3ccccc3c2=O)c(C)c1	-17%
39	C=CCn1c(SCC(=O)Nc2nc(C)cs2)nnc1C(NC(=O)c1ccccc1)C(C)C (stereo unspecified)	-5%
40	CCn1cc(C(=O)NCc2cccc(F)c2)c(=O)c2cc(F)c(N3CCN(C(=O)c4ccco4)CC3)cc21	11%
41	NC(=O)C1(N2CCCCC2)CCN(C(=O)c2ccc(C#CC3(O)CCCCC3)cc2)CC1	-8%
42	CC(CC(=O)Nc1ccc2c(c1)OCCO2)c1ccccc1 (stereo unspecified)	9%
43	CC1=CC(C)(C)N(S(=O)(=O)c2ccc(F)cc2)c2ccccc21	35%
44	COC(=O)c1ccc(N2CCOCC2)c(F)c1	-6%
45	Cc1cc(C)c(S(=O)(=O)n2ccc3ccccc32)c(C)c1	-4%
46	O=C(NCC1CCCO1)C1CC(c2ccccc2Cl)=NO1 (stereo unspecified)	3%
47	O=P(COCCOCP(=O)(c1ccccc1)c1ccccc1)(c1ccccc1)c1ccccc1	0%
48	CCOc1ccccc1C(=O)NC1CC2CCCC(C1)N2Cc1ccccc1 (stereo unspecified)	11%
49	CNC(=O)c1c(NC(NC(=O)c2ccco2)C(=O)c2ccc(Cl)cc2)sc2c1CCCC2 (stereo unspecified)	-1%
50	O=C(Cn1nnc(-c2ccccc2Cl)n1)NCc1ccc2c(c1)OCO2	-9%
51	CCC1=C2CC[C@H]3C(=O)N(CC)C(=O)[C@H]3[C@H]2[C@@]2(C)C(=NCCc3c[nH]c4ccccc34)OC(=O)N2C1=O	-6%
52	Cc1ccc(NC(=O)c2cc3c(s2)CCC3)cc1S(=O)(=O)N1CCOCC1	3%
53	O=C(COc1ccc(Cl)cc1Cl)NCCSc1ccc(Cl)cc1	22%
54	COc1ccc(NC(=O)OCC(C)C)cc1OC	25%
55	CCOc1ccc(S(=O)(=O)Nc2cc(C)ccn2)c2ccccc12	15%
56	CC(C)(C)C(=O)Nc1cccc(-c2nc3ccccc3c(=O)o2)c1	26%

# Some of the entries above, set out differently:
(53) O=C(COc1ccc(Cl)cc1Cl)NCCSc1ccc(Cl)cc1
- HT1080 cytotoxicity: 22%
(54) COc1ccc(NC(=O)OCC(C)C)cc1OC
- HT1080 cytotoxicity: 25%
(55) CCOc1ccc(S(=O)(=O)Nc2cc(C)ccn2)c2ccccc12
- HT1080 cytotoxicity: 15%

# Reprinted from the entries so far for reference:
nr	SMILES	HT1080 cytotoxicity
47	O=P(COCCOCP(=O)(c1ccccc1)c1ccccc1)(c1ccccc1)c1ccccc1	0%
48	CCOc1ccccc1C(=O)NC1CC2CCCC(C1)N2Cc1ccccc1 (stereo unspecified)	11%
49	CNC(=O)c1c(NC(NC(=O)c2ccco2)C(=O)c2ccc(Cl)cc2)sc2c1CCCC2 (stereo unspecified)	-1%
50	O=C(Cn1nnc(-c2ccccc2Cl)n1)NCc1ccc2c(c1)OCO2	-9%
51	CCC1=C2CC[C@H]3C(=O)N(CC)C(=O)[C@H]3[C@H]2[C@@]2(C)C(=NCCc3c[nH]c4ccccc34)OC(=O)N2C1=O	-6%
52	Cc1ccc(NC(=O)c2cc3c(s2)CCC3)cc1S(=O)(=O)N1CCOCC1	3%
53	O=C(COc1ccc(Cl)cc1Cl)NCCSc1ccc(Cl)cc1	22%

# (listing goes on)
nr	SMILES	HT1080 cytotoxicity
57	OC1CCCN(Cc2ccc3ccc4cccc5ccc2c3c45)C1 (stereo unspecified)	16%
58	CCCC(=O)Nc1c(-c2cccs2)c(=O)c2ccccc2n1CC	-16%
59	O=C(c1ccccc1)c1cc[n+]([O-])cc1	4%
60	CC(=O)Nc1ccc(S(=O)(=O)N[C@@H](C)C(=O)Nc2ccc(N3CCOCC3)cc2)cc1	-2%
61	CC(=O)Oc1ccc(-c2cccc(C(=O)NCC(=O)O)c2)cc1	-1%
62	CN(C)S(=O)(=O)c1cccc(-c2nnc(-c3ccccc3)o2)c1	-8%
63	Cc1c(Cl)cccc1NC(=O)CSc1nc2c(c(=O)[nH]1)CCCC2	21%
64	O=C(CSCc1cccc(CSCC(=O)Nc2ccc3ccccc3c2)n1)Nc1ccc2ccccc2c1	20%
65	O=C(Nc1cccc(-c2cc3ccccc3oc2=O)c1)c1ccc(Br)o1	-2%
66	Nc1nc(-c2ccc(Br)cc2)cc(C(F)(F)F)n1	-4%
67	O=C(CCCN1C(=O)c2ccccc2C1=O)Nc1cccnc1	8%
68	Cc1oc(-c2ccccc2)cc1C(=O)Nc1cccc2ccccc12	-6%
69	O=[N+]([O-])c1cc(S(=O)(=O)C(F)(F)F)ccc1Sc1nc2ccccc2[nH]1	-11%
70	CSc1ccccc1-n1nnnc1SCC(=O)Nc1cc(C)ccc1C	-2%
71	COC(=O)[C@@H]1C[C@@]2(O)[C@H](O)[C@H](O)[C@H](O)C[C@H]2N1Cc1cc(OC)cc(OC)c1	15%
72	Cc1cccc(OCCCC(=O)NC(C)c2ccccc2)c1 (stereo unspecified)	-12%
73	Cc1ccccc1-n1c(=O)c(C#N)cc2c(=O)n3ccccc3nc21	12%
74	N#C/C(=C\C1CC2C=CC1C2)c1nc2ccccc2[nH]1 (stereo unspecified)	8%
75	COc1ccc(S(=O)(=O)N(CCc2ccccc2)CC(=O)O)cc1Cl	27%
76	Cn1ccs/c1=N\S(=O)(=O)c1ccc(Br)cc1	-8%
77	CCCCCCN1C=CC(=C/C=C(\C#N)C(=O)OCC)C=C1	-6%
78	CC(C)(C)S(=O)(=O)c1ccc(S(=O)(=O)C(C)(C)C)s1	11%
79	CC(=O)c1cc2c(cc1NS(=O)(=O)c1ccc(C)cc1)OCO2	6%
80	COc1ccc(C(=O)NC2CCSC2=O)cc1 (stereo unspecified)	-17%

# Sorted by count of non-hydrogen atoms (ascending): part of the list above
nr	SMILES	HT1080 cytotoxicity
78	CC(C)(C)S(=O)(=O)c1ccc(S(=O)(=O)C(C)(C)C)s1	11%
77	CCCCCCN1C=CC(=C/C=C(\C#N)C(=O)OCC)C=C1	-6%
73	Cc1ccccc1-n1c(=O)c(C#N)cc2c(=O)n3ccccc3nc21	12%

# New compounds follow.
nr	SMILES	HT1080 cytotoxicity
81	C/C(=N\NC(=O)c1ccccn1)C12CC3CC(CC(C3)C1)C2	-1%
82	CCn1c2ccccc2c2cc(NC(=O)CSc3nnc(-c4ccc(OC)cc4)n3N)ccc21	-4%
83	CCC1(C)CC(C(CC(=O)O)c2ccc(C)cc2)CCO1 (stereo unspecified)	-4%
84	CCOC(=O)/C(C#N)=C/C1=C(N2CCCC2)CC(C)(CC)OC1 (stereo unspecified)	25%
85	CCCCn1c(N)c(N(CC(C)C)C(=O)CN(C)Cc2cccc(OC)c2)c(=O)[nH]c1=O	-4%
86	Cn1cnnc1SC1CCCCC1NS(=O)(=O)c1ccc(Cl)cc1 (stereo unspecified)	4%
87	COc1cc(C2Nc3ccccc3C(=O)N2c2ccccc2)ccc1O (stereo unspecified)	2%
88	Cc1n[nH]c(C)c1Sc1ccccc1N=Cc1cc(Cl)cc([N+](=O)[O-])c1O	0%
89	CCCCN1CN=C(Nc2nc3ccccc3o2)NC1	-7%
90	O=C(Cc1ccccc1)Nc1c(C(=O)N2CCCCCC2)cnn1-c1ccccc1	4%
91	CCOC(=O)c1c(NC(=O)CSc2nnc(-c3ccccc3)o2)sc(C(C)=O)c1C	-7%
92	O=C1NCCN/C1=C\C(=O)c1ccccc1	-12%
93	COC(=O)c1ccc(C(NC(=O)OCc2ccccc2)/C(C)=C/[C@@H](C)C(=O)N[C@@H](CO)Cc2ccccc2)cc1 (stereo partly specified)	-13%
94	O=C(COC(=O)CCS(=O)(=O)c1ccc(Cl)cc1)NC1CCCCC1	9%
95	Cc1ccc(S(=O)(=O)N(CC(=O)N2CCC(C)CC2)c2cccc(C)c2)cc1	11%
96	O=C(C1CCCCN1S(=O)(=O)c1ccccc1)N1CCCCC1 (stereo unspecified)	-4%
97	CCCNC(=O)c1cnc(Sc2ncc(C(F)(F)F)cc2Cl)n1C	9%
98	COC(=O)c1cn(-c2ccccc2)nc1-c1ccncc1	-8%
99	O=C(c1ccc(Cl)cc1)c1c[nH]cc1-c1ccccc1	7%
100	CCCCNCC(=O)Nc1ccc(NC(=O)CNCCCC)cc1	5%
101	COc1ccc(-c2noc(-c3ccccc3C(=O)N3CCOCC3)n2)cc1	24%
102	COc1cc(CC(=O)NCc2cccs2)cc(OC)c1OC	28%
103	O=C1CC(N2CCN(Cc3ccccc3)CC2)C(=O)N1c1ccc2c(c1)OCCO2 (stereo unspecified)	-10%
104	CCn1c(CNc2ccc(F)cc2)nnc1SCC(=O)Nc1ccc(OC)cc1	7%
105	CCOC(=O)C1=C(CSCC(=O)OC)NC(=O)NC1c1cc(C)ccc1C (stereo unspecified)	20%

# Screening data deposited in PubChem BioAssay by Sanford-Burnham Center for Chemical Genomics.
